NTR1 agonist = agonists of NTR1, primary screen, imaging, U2OS cells, beta-arrestin-GFP, high content (AID 493036); NTR1-U2OS beta-arrestin-GFP spot imaging, agonist mode; activation, % at 20 µM; actives 0.17% (n = 330,000);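 active = activation at or above 40% of the spot to cytoplasm intensity ratio, with at least 20 cells analyzed; inconclusive = wells under 20 cells, flagged as cytotoxic or low count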;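 also: 0% = DMSO without peptide and 100% = 100 nM NTR1 peptide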
Target sequence (P30989 whole entry, looked up): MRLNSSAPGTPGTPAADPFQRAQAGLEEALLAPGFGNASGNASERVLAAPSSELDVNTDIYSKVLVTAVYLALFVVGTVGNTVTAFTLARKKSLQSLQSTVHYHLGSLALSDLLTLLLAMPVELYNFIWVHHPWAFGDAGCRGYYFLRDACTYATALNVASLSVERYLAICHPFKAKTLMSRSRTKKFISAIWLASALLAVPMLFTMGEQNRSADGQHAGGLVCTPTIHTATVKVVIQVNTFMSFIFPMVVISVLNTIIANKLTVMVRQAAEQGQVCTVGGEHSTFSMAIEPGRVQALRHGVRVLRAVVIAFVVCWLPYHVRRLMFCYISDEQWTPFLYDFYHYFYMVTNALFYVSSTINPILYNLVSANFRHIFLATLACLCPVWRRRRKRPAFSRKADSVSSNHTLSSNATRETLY
GPR55 activation = GPR55 agonists via beta-arrestin recruitment, primary screen, imaging, U2OS cells, beta-arrestin-GFP redistribution (AID 1961). one-dose activation, % at 10 µM; EC50 in µM for titrated hits. U2OS GPR55 beta-arrestin-GFP redistribution imaging; higher % means a stronger effect. G-protein coupled receptor 55 (Homo sapiens). actives 0.048% (n = 290,000);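 active = activation above 40% with more than 50 cells counted in the well; inconclusive = wells holding fewer than 50 cells, flagged as toxic or sparse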;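 also: U2OS osteosarcoma cells stably expressing GPR55 and beta-arrestin-GFP; plate controls were DMSO negative control for no effect and LPI positive control for full effect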
K1F lysis inhibition = inhibition of K1F phage lysis, E. coli UTI89, bacterial capsule biogenesis inhibitors, alamar blue (AID 488966); E. coli UTI89 K1F phage lysis, alamar blue, 2 h; higher % means a stronger effect; inhibition, % at 100 µM; hits with a dose series show IC50 in µM; actives 0.02% (n = 340,000);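 active = phage lysis inhibition, versus mean bacterial control, above a set limit; inconclusive = no clear call, values can overlap the other calls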;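 also: capsule biogenesis inhibitors block K1F phage lysis so surviving cells raise fluorescence; higher fluorescence means more inhibition of phage lysis; actives were called in the ten point dose series up to 300 µM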
NS5 inhibitors = Dengue-2 NS5 methyltransferase inhibitors, primary screen, biochemical, confirmation dose response (AID 588689) | actives 0.3% (n = 340,000) | Dengue-2 NS5 methyltransferase capping enzyme assay, biochemical; higher % means a stronger effect | Genome polyprotein (Dengue virus type 2 (strain 16681-PDK53)) | one-dose inhibition, % at 25 µM; IC50 in µM for titrated hits; in the data active = a potency from the dose series; inconclusive = inhibition above about 29% without an active follow-up result
HIV fusion peptide = inhibitors of HIV fusion peptide binding, primary screen, biochemical, uHTS, fluorescence dequenching (AID 1986); actives 0.3% (n = 290,000); inhibition, % at 20 µM; hits with a dose series show IC50 in µM; cell-free peptide binding, fluorescence dequenching, 30 min; higher % means a stronger effect; in the data active = inhibition mostly above about 52%, no sharp cut-off; inactive = mostly below about 76%; also: some results filed as inactive read as strong as hits
GPR55 LPI antagonism = GPR55 antagonists blocking LPI-driven arrestin recruitment, primary screen, imaging, U2OS, beta-arrestin-GFP, LPI agonist (AID 2013); G-protein coupled receptor 55 (Homo sapiens); U2OS GPR55 beta-arrestin-GFP translocation imaging, LPI antagonism; higher % means a stronger effect; inhibition, % at 10 µM, or IC50 in µM where a hit was titrated; actives 0.13% (n = 290,000);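 active = spots per cell inhibited over 60%, with over 100 cells counted and total cytoplasm intensity under 500,000; inconclusive = wells with under 100 cells, flagged as likely toxic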;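 also: U2OS cells stably carrying GPR55 and arrestin-GFP stimulated by 5 µM LPI near EC80; imaged beta-arrestin-GFP aggregate spots per cell after agonist stimulation; plate controls were LPI-stimulated DMSO wells for no effect and DMSO wells without LPI for full effect; some results filed as inactive read as strong as hits; confirmed hits need IC50 under 10 µM and bright autofluorescent wells are also inconclusive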
SIAH1 antagonists = Siah-1 peptide-binding antagonists, primary screen, biochemical, fluorescence polarization, rhodamine-plectin, uHTS (AID 1817); E3 ubiquitin-protein ligase SIAH1 (Homo sapiens); Siah-1 / rhodamine-plectin peptide fluorescence polarization; higher % means a stronger effect; displacement, % at 20 µM, or IC50 in µM where a hit was titrated; actives 0.02% (n = 290,000);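 active = displacement of at least 50% at 20 µM, with a fluorescence ratio check between 0.3 and a set limit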;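 also: plate controls were Siah plus tracer with DMSO for no effect and tracer alone without Siah for full effect; strong numbers were not always called active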
GPR35 antagonists = GPR35 antagonists blocking zaprinast-driven arrestin recruitment, primary screen, imaging, U2OS, beta-arrestin-GFP, zaprinast agonist (AID 2058); inhibition, % at 10 µM; hits with a dose series show IC50 in µM; actives 0.052% (n = 290,000); U2OS GPR35 beta-arrestin-GFP translocation imaging, zaprinast antagonism; higher % means a stronger effect; G-protein coupled receptor 35 (Homo sapiens);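 active = inhibition of at least 50% with at least 30 cells and total cytoplasm GFP at most 10,000,000; inconclusive = under 30 cells or total GFP of 10,000,000 plus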
AID2073 = inhibitors of Mint1-CaV2.2 protein interaction, biochemical, HTRF (AID 2073). HTRF protein-protein interaction, Mint1-CaV2.2; higher % means a stronger effect. inhibition, % at 20 µM; hits with a dose series show IC50 in µM. actives 0.19% (n = 290,000); in the data active = inhibition mostly above about 51%, no sharp cut-off; inconclusive = no clear call, values can overlap the other calls; inactive = mostly below about 53%; also: some results filed as inactive read as strong as hits
NTR1 agonist cell count 20 µM = further read-out of NTR1 agonist, marked with its call; cell count; measured here: cell count, cytotoxicity flag
NS5 inhibitors pilot replicate = further read-out of NS5 inhibitors, marked with its call; inhibition, %; measured here: pilot screen replicate inhibition
* hit, by the source's call; i = inactive; ? = inconclusive; · = no result given.

SMILES	NTR1 agonist	NTR1 agonist cell count 20 µM	GPR55 activation	K1F lysis inhibition	NS5 inhibitors	HIV fusion peptide	GPR55 LPI antagonism	SIAH1 antagonists	GPR35 antagonists	AID2073	others
CCOC(=O)N/N=C/C=C/c1ccccc1	-0.8	34	-0.1%	3.2%	2%	0.0%	-15%	-6%	-3%	2%
O=C(O)CSCC(=O)N1CCN(c2cc(C(F)(F)F)nc3ccccc23)CC1	-1.0	89	0.3%	0.3%	-5%	-0.8%	16%	-1%	7%	16%
N#C/C(N)=C(/C#N)N=Cc1cccc(Cl)c1	0.3	51	1.0%	0.5%	-9%	-1.7%	-3%	-4%	0%	11%
Cc1nn(C(C)C(=O)NCCc2cccs2)c(=O)c2nn(-c3ccccc3)c(C)c12 (stereo unspecified)	2.1	73	0.0%	0.2%	-11%	-1.3%	94%	-1%	-2%	?
Cc1ccc2oc(C(=O)NCc3ccc4c(c3)OCO4)c(C)c2c1	1.1	46	0.2%	0.1%	·	-0.9%	-10%	1%	5%	-2%
COc1cc2c3c(c1)c(N=NC(N)=S)c(O)n3C(C)(C)C=C2C	8.0	50	-0.3%	0.3%	-8%	-4.2%	7%	3%	-10%	4%
O=C(CCCc1c[nH]c2ccccc12)Nc1ncccc1O	0.6	40	-0.2%	0.3%	5%	-2.2%	7%	3%	-1%	15%
COCCCn1c(SCc2cccc(OC)c2)nc2cc(OC)c(OC)cc2c1=N	15	73	0.2%	-0.1%	-1%	-1.5%	0%	-5%	-19%	2%	NS5 inhibitors pilot replicate=0.9
COc1ccc(NC(=S)N/N=C2\CC(C)(C)Oc3ccc(O)cc32)cc1	1.1	81	-0.2%	-0.5%	-6%	0.8%	10%	-3%	0%	6%
CCCCCCC#Cc1cncc(C(=O)NNC(=O)Nc2cc(Cl)cc(Cl)c2)c1	2.5	43	0.6%	·	·	-1.6%	-6%	12%	9%	8%
O=C(c1ccc(-n2cnnn2)cc1)N1CCN(C(c2ccccc2)c2ccccc2)CC1	1.0	36	-0.1%	1.4%	-6%	0.6%	-3%	2%	-6%	-12%
NC(=O)COC(=O)c1cccc2c1-c1ccccc1C2=O	0.1	61	-0.1%	0.5%	-3%	-0.6%	2%	-2%	-7%	6%
CC(=O)Nc1ccc(OCc2cnc(Cl)s2)cc1	2.5	33	-0.1%	1.0%	2%	0.6%	-9%	1%	6%	-6%
Cc1ccc(C2=NNC3(CCOC(C)(C)C3)S2)cc1 (stereo unspecified)	2.4	78	-0.1%	0.1%	-1%	-1.8%	17%	-12%	13%	-19%
Cc1ccc(-c2nc3ncccc3o2)cc1NC(=O)Cc1ccc(Cl)cc1	-2.7	70	0.1%	3.0%	-3%	0.2%	1%	-1%	5%	10%
CCC(=O)OCC(=O)Nc1cc(C)c(C)cc1[N+](=O)[O-]	2.1	81	0.3%	0.1%	4%	-1.9%	-2%	2%	-6%	-2%
Cc1cccc(NC(=O)NNC(=O)COc2ccc([N+](=O)[O-])cc2)c1C	0.0	63	-0.1%	0.2%	-2%	-0.5%	20%	4%	0%	6%
COc1ccc(NC(=O)C2CCCN2C(=O)OCc2ccccc2)cc1 (stereo unspecified)	-0.1	57	0.7%	-0.1%	-1%	0.6%	16%	9%	14%	22%
O=C(CSc1c(Cl)cccc1Cl)N1CCC(c2nc3ccccc3s2)CC1	15	60	-0.1%	0.6%	-3%	-2.6%	14%	1%	5%	-9%
COc1cccc2c1C(=O)c1c(O)c3c(c(O)c1C2=O)C[C@@](O)(C(C)=O)C[C@@H]3O[C@H]1C[C@H](N)[C@H](O)[C@H](C)O1	·	·	-0.2%	i	-6%	146%	39%	116%	-15%	14%
CCOC(=O)C1CCN(Cc2ccc(F)cc2)CC1	-1.6	68	-0.1%	5.9%	-3%	1.1%	-9%	5%	-15%	2%
Cc1cccc(NC(=O)COC(=O)c2cccs2)c1C	-1.4	28	-0.2%	0.2%	-1%	0.6%	-3%	1%	-6%	9%
COCCNC(=O)C(C#N)c1nc2ccccc2nc1N1CCCCCC1 (stereo unspecified)	4.5	36	-0.1%	-0.5%	9%	18%	21%	0%	2%	14%
COc1ccc(-c2cc3c(=O)n(CC(=O)Nc4ccc(C(C)=O)cc4)ncn3n2)cc1	-0.3	56	0.0%	0.1%	-4%	15%	13%	6%	7%	7.9µM*

Grouped by structure, those above with a thiophene ring, fused or not
SMILES	NTR1 agonist	NTR1 agonist cell count 20 µM	GPR55 activation	K1F lysis inhibition	NS5 inhibitors	HIV fusion peptide	GPR55 LPI antagonism	SIAH1 antagonists	GPR35 antagonists	AID2073	others
Cc1nn(C(C)C(=O)NCCc2cccs2)c(=O)c2nn(-c3ccccc3)c(C)c12 (stereo unspecified)	2.1	73	0.0%	0.2%	-11%	-1.3%	94%	-1%	-2%	?
Cc1cccc(NC(=O)COC(=O)c2cccs2)c1C	-1.4	28	-0.2%	0.2%	-1%	0.6%	-3%	1%	-6%	9%

7 compounds picked at random from the list so far, as already listed:
SMILES	NTR1 agonist	NTR1 agonist cell count 20 µM	GPR55 activation	K1F lysis inhibition	NS5 inhibitors	HIV fusion peptide	GPR55 LPI antagonism	SIAH1 antagonists	GPR35 antagonists	AID2073	others
Cc1ccc2oc(C(=O)NCc3ccc4c(c3)OCO4)c(C)c2c1	1.1	46	0.2%	0.1%	·	-0.9%	-10%	1%	5%	-2%
CCOC(=O)N/N=C/C=C/c1ccccc1	-0.8	34	-0.1%	3.2%	2%	0.0%	-15%	-6%	-3%	2%
O=C(CSc1c(Cl)cccc1Cl)N1CCC(c2nc3ccccc3s2)CC1	15	60	-0.1%	0.6%	-3%	-2.6%	14%	1%	5%	-9%
COCCNC(=O)C(C#N)c1nc2ccccc2nc1N1CCCCCC1 (stereo unspecified)	4.5	36	-0.1%	-0.5%	9%	18%	21%	0%	2%	14%
Cc1cccc(NC(=O)NNC(=O)COc2ccc([N+](=O)[O-])cc2)c1C	0.0	63	-0.1%	0.2%	-2%	-0.5%	20%	4%	0%	6%
CCOC(=O)C1CCN(Cc2ccc(F)cc2)CC1	-1.6	68	-0.1%	5.9%	-3%	1.1%	-9%	5%	-15%	2%
Cc1nn(C(C)C(=O)NCCc2cccs2)c(=O)c2nn(-c3ccccc3)c(C)c12 (stereo unspecified)	2.1	73	0.0%	0.2%	-11%	-1.3%	94%	-1%	-2%	?

This is a random part of the collection; any-hit rate near 1.2%.
